Compound activity: PubChem, several laboratories
phage Ecoli inh: E. coli growth loss with phage present; growth absorbance; inhibition, % at 11.9 µM; 360,000 compounds, 0.26% hits; in the data active = inhibition above about 11%
Wnt bcat act: activators of Wnt/beta-catenin signaling. 300,000 compounds, 1.2% hits. Wnt/beta-catenin reporter cell assay, activator, plate reader. activation, % at 9.35 µM; in the data active = activation above about 30%, passing the limit was not always enough;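 also: 0% = neutral control wells and 100% = positive control wells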
Starred values were filed as active, the others as inactive. Not all compounds are listed; rates above refer to the full screens.

Order of results – phage Ecoli inh, Wnt bcat act
- COCCNc1nc(Nc2ccc(C)cc2C)c2sc(-c3ccccc3)cc2n1
→ 0.8, -3.7
- C[C@@H]1CN([C@@H](C)CO)C(=O)CCCn2nncc2CO[C@H]1CN(C)C(=O)CCC(F)(F)F
→ 1.8, -1.1
- CC(C)C[C@@H]1CN(CCCC[C@H]2CNC(=O)C(=O)N2CCC2CCCCC2)C(=O)C(=O)N1CC1CCCCC1
→ 2.0, -1.6
- Cc1cccc(CNC(=O)c2sc(=O)n(Cc3c(C)cccc3C)c2C)c1
→ -0.8, -3.3
- COc1cc(F)ccc1-c1cc(C(=O)NCc2cc(C(F)(F)F)cc(C(F)(F)F)c2)[nH]n1
→ 0.5, -4.5
- COc1ccc(Cc2c(-c3ccccc3)nc3c4ccccc4ccn23)c(C)c1
→ 1.3, -0.8
- COc1ccc(Cc2c(C(C)(C)C)nc3cc(C)c(Br)c(C)n23)c(C)c1
→ 4.1, -3.2
- N#Cc1ccc(-c2nc3ccc(Cl)cn3c2Cc2cccc(F)c2)cc1
→ 2.1, -2.7
- CCOC(=O)[C@]12CCCC=C1N(Cc1cccc3ccccc13)C(=O)[C@H](CC(=O)NCc1ccc(C)o1)C2
→ -0.4, -1.4
- O=C(Nc1ccccc1Cl)c1cc(C2CCCN(C(=O)c3cccs3)C2)on1 (stereo not drawn)
→ -1.6, 7.2
- COc1ccc(/C=C2\SC(=S)N(CCC(=O)N3CCOCC3)C2=O)cc1OC
→ 1.2, -0.8
- Cc1ccc(F)c(S(=O)(=O)NC(=O)C2(C)CCN2C(=O)Cc2cc(F)ccc2F)c1 (stereo not drawn)
→ 1.9, -0.6
- COCCNc1nc(NCCCN(C)C)c2sccc2n1
→ -1.8, -1.4
- Cc1ccccc1C(=O)N1CCC[C@@H]1C(=O)N1CCC[C@H]1C(=O)NCc1ccncc1
→ 2.1, 0.1
- Cc1ccc2nc(-c3ccc(F)cc3)c(Cc3ccccn3)n2c1
→ 3.6, 20.2
- CCOC(=O)c1ccc(NC(=S)P(=O)(c2ccccc2)c2ccccc2)cc1
→ 0.4, -1.3
- CCCCNC(=O)C1(C)CCCCN1C(=O)c1ccc(OC)c(C(F)(F)F)c1 (stereo not drawn)
→ 0.6, 2.3
- COC(=O)C1=C(C)N(C)C(=NCc2cc(OC)c(OC)c(OC)c2)NC1c1ccc(Cl)cc1 (stereo not drawn)
→ 1.6, 2.1
- COCCNC(=O)C1(C)CCCN(Cc2ccc(-c3ccccc3)o2)C1 (stereo not drawn)
→ 0.1, -2.6
- Cc1cc2c(nc1C)CCCN2Cc1ccccc1C(F)(F)F
→ 1.3, 2.2
- Cc1noc(C)c1C(=O)OC(C)C(=O)c1c[nH]c2ccccc12 (stereo not drawn)
→ 1.1, 3.7
- COc1cc(OC)c(OC)cc1C=Cc1ccc2ccccc2n1
→ 0.2, 5.9
- Cc1ccc(-c2ccc(CN3C(C)C(=O)N(Cc4cn(Cc5ccco5)nn4)CCS3(=O)=O)cc2)c(C)c1 (stereo not drawn)
→ 0.4, -3.2
- O=[N+]([O-])c1nccn1CC(O)CCN1CCOCC1 (stereo not drawn)
→ 4.8, -0.7
- COc1ccc(C(=O)N2CCC2(C)C(=O)NC(C)C)cc1OC (stereo not drawn)
→ 3.1, -1.1
- CCOC(=O)[C@]12CCC=C1N(Cc1ccc3c(c1)OCO3)C(=O)[C@H](CC(=O)N1CCC(c3ccccc3)CC1)C2
→ -2.3, -4.0
- COCCNC(=O)C1(C)CCCN(Cc2noc(-c3ccccc3OC)n2)C1 (stereo not drawn)
→ 2.2, -0.9
- COC(=O)/C=C1\OCc2ccc(C)cc21
→ -0.6, 2.6
- Cc1ccc(CNC(=S)Nc2ccc3c(c2)c(=O)n(C)n3Cc2cccc(C(F)(F)F)c2)cc1
→ 3.0, -1.9
- CC1=C(C(=O)N2CCOCC2)CC(CC(=O)NCc2cccs2)C(=O)N1Cc1ccc(C(C)(C)C)cc1 (stereo not drawn)
→ 1.2, -1.4

The final 3 entries of the part above open the next one:
Order of results – phage Ecoli inh, Wnt bcat act
- COC(=O)/C=C1\OCc2ccc(C)cc21
→ -0.6, 2.6
- Cc1ccc(CNC(=S)Nc2ccc3c(c2)c(=O)n(C)n3Cc2cccc(C(F)(F)F)c2)cc1
→ 3.0, -1.9
- CC1=C(C(=O)N2CCOCC2)CC(CC(=O)NCc2cccs2)C(=O)N1Cc1ccc(C(C)(C)C)cc1 (stereo not drawn)
→ 1.2, -1.4
- COc1ccc(OC)c(S(=O)(=O)NC(=O)C2(C)CCN2C(=O)c2ccco2)c1 (stereo not drawn)
→ 2.5, -1.6
- COC(=O)c1sc(N)nc1CCNC(=O)OC(C)(C)C
→ 0.5, 0.5
- COc1cccc(C(NC(C)=O)c2nc(-c3cccc(F)c3)cs2)c1 (stereo not drawn)
→ 0.5, 4.1
- CCNC(=O)N1CCN(c2ccc(N3CCN(C(=O)NCC)[C@@H](C)C3)c(C)c2)[C@@H](C)C1
→ 3.2, 0.4
- Cc1cc(Br)cn2c(Cc3cccc(F)c3)c(-c3ccco3)nc12
→ 1.2, 3.1
- COCCNC(=S)N(C)[C@H]1C[C@H]2c3[nH]c4ccccc4c3CCN2C[C@H]1[C@H](C)O
→ 0.6, -0.1
- Cc1noc(C)c1NC(=O)Nc1ccc2c(c1)C(=O)N([C@@H](C)CO)C[C@@H](C)[C@H](CN(C)C(=O)Nc1cccc3ccccc13)OCCCC[C@H](C)O2
→ 2.0, -1.1
- C[C@H](CO)N1C[C@H](C)[C@@H](CN(C)C(=O)Nc2cccc3ccccc23)OCCCC[C@H](C)Oc2ccc(NS(=O)(=O)c3cn(C)cn3)cc2C1=O
→ 2.6, -1.9
- O=C(NC(c1cccnc1)c1ccc2c(c1)OCO2)C1CCN(CCOc2ccc(Cl)cc2Cl)CC1 (stereo not drawn)
→ 2.9, -2.0
- CCOc1ccc(CCNC(=O)COC(=O)c2[nH]c(C)c(C(C)=O)c2C)cc1OCC
→ -1.1, 6.0
- Cc1ccc(NC(=O)CSc2nnc3n2CCCCC3)cc1S(=O)(=O)N1CCOCC1
→ 2.5, 2.3
- Cc1cc2nc(-c3ccc(Cl)cc3)c(Cc3ccsc3)n2c(C)c1Br
→ 0.2, -0.6
- O=C(Nc1cccc(Cl)c1)ON1CCCCC1
→ 3.0, -8.0
- COc1ccc(S(=O)(=O)NC(=O)C2(C)CCN2C(=O)C2CCCCC2)cc1OC (stereo not drawn)
→ 0.5, -1.1
- CC1CCC(NC(=O)c2ccc(Br)o2)CC1 (stereo not drawn)
→ 3.3, 1.3
- CCCCCNC(=O)C(c1ccncc1)n1c(=O)c(-c2ccccc2)nc2ccccc21 (stereo not drawn)
→ 1.2, 2.5
- CC(=O)NC(c1cccc(F)c1)c1nc(-c2cnc3ccccc3c2)cs1 (stereo not drawn)
→ 1.2, -0.1
- CCCc1ccc(C(O)c2ncc(-c3ccccc3F)[nH]2)cc1 (stereo not drawn)
→ 0.3, 0.1
- CCc1nc2ccc(C(=O)NCCCn3ccnc3)cn2c1N(C)Cc1ccc(Cl)cc1
→ -2.0, -0.5
- Cn1c(=O)c2cc(NC(=O)CCc3cccnc3)ccc2n1Cc1ccc(F)cc1
→ 1.0, 2.8
- COC(=O)C[C@H]1C[C@H]2c3cc(NC(=O)C4CCOCC4)ccc3O[C@H]2[C@@H](CO)O1
→ 2.3, -1.5
- CCNC(=O)C1(C)CCN(Cc2noc(-c3c(C)noc3C)n2)C1 (stereo not drawn)
→ 3.2, -0.7
- CC1(C(=O)Nc2ccc3c(c2)OCCO3)CSCC(=O)N1Cc1ccco1 (stereo not drawn)
→ 3.3, 1.2
- O=S1(=O)N[C@H](Cc2ccccc2)COc2cc(N3CC[C@H](O)C3)ccc21
→ 3.0, -1.3
- CC(C(=O)NCc1ccccc1)n1c(-c2ccc3c(c2)CCO3)nc2ccccc21 (stereo not drawn)
→ -1.7, 3.0
- CC(=O)NCCNc1nc2cc(-c3cccc(C(F)(F)F)c3)sc2c(=O)n1C
→ 0.3, -1.7
- COc1ccc(NC(=O)c2nc[nH]c2C(=O)N(C)CCO)cc1
→ 1.0, -0.9
- COC(=O)C1=C(C)N(CC(C)C)C(=S)NC1c1cccc(Br)c1 (stereo not drawn)
→ 1.5, -8.8
- O=C(CCC(C(=O)c1ccccc1)c1ccccc1)c1ccccc1 (stereo not drawn)
→ 2.7, -4.9
- COc1cccc(C(O)c2nc(-c3ccc(F)c(Cl)c3)cs2)c1 (stereo not drawn)
→ 4.7, -6.3

Next part
Order of results – phage Ecoli inh, Wnt bcat act
- COc1ccccc1Cc1c(-c2cccc(Cl)c2)nc2c3ccccc3ccn12
→ 1.0, 1.3
- COC(=O)C(Sc1ccc(Cl)cc1)C1SC(=S)N(Cc2ccccc2)C1=O (stereo not drawn)
→ 0.2, 0.0
- Cn1c(=O)c2cc(NC(=O)CCc3ccc(O)cc3)ccc2n1Cc1cccc(C(F)(F)F)c1
→ 1.6, -2.4
- CCOC(=O)C1=C(C)OC(=Cc2ccc(OC)cc2)C1=O
→ 4.1, 5.2
- COCCNC(=O)C1CCCN(Cc2ccc(C)cc2)CC1 (stereo not drawn)
→ 1.6, -2.7
- Cc1c(-c2ccc(OCCN3CCOCC3)cc2)c(=O)oc2ccc3ccccc3c12
→ 3.2, -1.5
- CC(=O)NC(c1ccccc1)c1nc(-c2cccc(CO)c2)cs1 (stereo not drawn)
→ 1.2, -1.8
- CCOC(=O)C1(C)CCCN1C(=O)c1ccc(F)c(Cl)c1 (stereo not drawn)
→ 4.8, -0.2
- Cc1ccn2c(=S)[nH]nc2c1
→ 2.3, -3.0
- CCCCNC(=O)c1nc(-c2ccccc2)oc1-c1ccc(Cl)cc1
→ -2.2, 2.9
- CCN(CC)C(=O)C1=C(C)N(Cc2ccc(F)cc2)C(=O)C(CC(=O)NCCN2CCOCC2)C1 (stereo not drawn)
→ 1.8, -1.9
- CC(C)NC(=O)C1CC(=O)N(CCc2ccc(F)cc2)C1 (stereo not drawn)
→ 0.6, -2.2
- CCCNC(=O)C1(C)CCCN(C(=O)c2ccc(OC)cc2OC)C1 (stereo not drawn)
→ 1.9, -0.6
- CC1CCCCC1NC(=O)CSc1ncnc2sccc12 (stereo not drawn)
→ 2.5, -0.4
- NC(=O)c1ncn([C@@H]2O[C@H](C(=O)O)[C@@H](O)[C@H]2O)n1
→ 0.6, 3.5
- CCC1NC(=O)c2cccnc2-n2c1nc1ccc(C)cc1c2=O (stereo not drawn)
→ 2.5, -1.3
- CCCCN1CC(COCc2ccccc2)Oc2cccc(OCc3ccc(OC)cc3)c2S1(=O)=O (stereo not drawn)
→ -1.8, -2.0
- COc1ccc(NC(=O)C2(C)CCN2Cc2ccc(OC(F)(F)F)cc2)cc1OC (stereo not drawn)
→ 1.9, -0.7
- COC(=O)C1=CN(c2ccc(OC)cc2)C(N)=C(C#N)C1c1ccc(OC)cc1 (stereo not drawn)
→ 0.6, -0.8
- CC(=O)Nc1cc(-c2ccc(F)cc2)cn2c(-c3ccc(F)c(Cl)c3)cnc12
→ 3.1, -13.1
- COc1ccc(C(C)(NC(C)=O)c2nc(-c3cccc(NC(C)=O)c3)cs2)cc1 (stereo not drawn)
→ 1.1, -2.8
- COc1ccc(N2C(=O)c3n[nH]c(C)c3C2c2cccc(C(F)(F)F)c2)cc1 (stereo not drawn)
→ -2.4, 2.0
- O=C(O)c1ccc(O)c2ncccc12
→ 2.1, -1.6
- CCOC(=O)C1CCCN(C(=O)c2ccc3c(c2)CCO3)CC1 (stereo not drawn)
→ 1.0, -1.2
- O=C(Nc1ccc(N2CCCC2)c(Cl)c1)c1ccccc1F
→ 2.0, 5.4
- NC(c1csc(NC(=O)Nc2ccccc2Oc2ccccc2)n1)c1ccccc1Cl (stereo not drawn)
→ 0.2, -5.1
- CC1(C(=O)NCc2ccccc2)CN(S(C)(=O)=O)CC(=O)N1Cc1cccc(C(F)(F)F)c1 (stereo not drawn)
→ 3.5, -1.4
- NC(=S)NN=Cc1c[nH]c2nccnc12
→ -2.0, -3.4
- O=C(NCc1cccnc1)c1cc(C2CCCN(S(=O)(=O)c3cccc4cccnc34)C2)on1 (stereo not drawn)
→ 1.7, -0.8
- C[C@H]1CN([C@@H](C)CO)C(=O)CCCn2nncc2CO[C@H]1CN(C)C(=O)C1CC1
→ 0.7, -1.7

Profiles, looked up by structure. Values in the order: phage Ecoli inh, Wnt bcat act
O=C(Nc1ccc(N2CCCC2)c(Cl)c1)c1ccccc1F in the list: 2.0, 5.4
COc1ccc(NC(=O)C2(C)CCN2Cc2ccc(OC(F)(F)F)cc2)cc1OC (stereo not drawn) in the list: 1.9, -0.7
CC(=O)NC(c1ccccc1)c1nc(-c2cccc(CO)c2)cs1 (stereo not drawn) in the list: 1.2, -1.8
CC1(C(=O)NCc2ccccc2)CN(S(C)(=O)=O)CC(=O)N1Cc1cccc(C(F)(F)F)c1 (stereo not drawn) in the list: 3.5, -1.4
CCCCNC(=O)c1nc(-c2ccccc2)oc1-c1ccc(Cl)cc1 in the list: -2.2, 2.9

(cont.)
Order of results – phage Ecoli inh, Wnt bcat act
- O=C(NC(=S)N1CC=CCC1)c1ccccc1
→ 2.1, -6.5
- CC1(C(=O)NS(=O)(=O)c2cccc(F)c2)CCN1C(=O)c1cccc2ccccc12 (stereo not drawn)
→ 1.1, -0.6
- COC(=O)C1=C(C)N(Cc2ccc(F)cc2)C(=S)NC1c1ccccc1 (stereo not drawn)
→ 2.2, -1.4
- CC(C)C[C@H](NC(=O)c1ccccn1)C(=O)N1CCC[C@H]1C(=O)NCc1ccccc1
→ 2.9, 1.2
- CN(CC(=O)C(C(N)=O)c1ccccc1)c1ccccc1 (stereo not drawn)
→ 2.4, 1.1
- COc1ccccc1-c1cnc(C(O)c2ccc(CN3CCCCC3)cc2)[nH]1 (stereo not drawn)
→ 1.2, -1.5
- COc1ccc(C(=O)N/N=C/c2ccccn2)cc1
→ -3.4, 20.3
- CN(CCc1ccccn1)C(=O)[C@@H](Cc1ccccc1)NC(=O)[C@H]1O[C@@H](n2ccc(=O)[nH]c2=O)[C@H](O)[C@@H]1O
→ -0.5, -7.9
- Cc1ccc(Cc2c(-c3cccc(Cl)c3)nc3cc(C)c(Br)c(C)n23)cc1
→ 0.3, -4.1
- CC(=O)NC(c1ccccc1)c1nc(-c2ccc(Cl)cc2)cs1 (stereo not drawn)
→ 1.9, -1.1
